DDE Tn7 FP inh = DD(E)-Tn7 binding inhibition, primary FP screen | P02675 | FP displacement of FITC-Tn7 peptide from fibrin DD(E); 0% = median of compound wells per plate | inhibition, % at 8.3 µM | 370,000 compounds, 0.13% hits | AID 720508;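 active means inhibition above the mean of compounds falling within the control limits plus 3 SD of them, cut at about 14% in these data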;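 further: 0% = plate median of compound wells and 100% = 10 µM Aha-Tn7 peptide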
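Assay system: human fibrin DD(E). Input: DD(E) 2 µM final. Medium: Tris buffer with calcium and detergent, pH 7.8. Compound dosing: single point at 8.3 µM. Timing: 10 min plus 3 h, room temperature. Technique: fluorescence polarization of the labelled Tn7 tracer. Read-out: percent inhibition. Replicates: singlicate testing.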
SIAE primary = inhibitors of human sialic acid acetylesterase SIAE; 370,000 compounds, 0.69% hits; inhibition, % at 9.66 µM; SIAE FP-Rh probe binding, fluorescence polarization; Q9HAT2;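 active means inhibition above a cutoff: mean of compounds within the control limits plus 3 SD of those, cut at about 17% in these data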;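 further: 0% = plate median of compound wells and 100% = probe without SIAE protein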
Target sequence (Q9HAT2 whole entry, looked up): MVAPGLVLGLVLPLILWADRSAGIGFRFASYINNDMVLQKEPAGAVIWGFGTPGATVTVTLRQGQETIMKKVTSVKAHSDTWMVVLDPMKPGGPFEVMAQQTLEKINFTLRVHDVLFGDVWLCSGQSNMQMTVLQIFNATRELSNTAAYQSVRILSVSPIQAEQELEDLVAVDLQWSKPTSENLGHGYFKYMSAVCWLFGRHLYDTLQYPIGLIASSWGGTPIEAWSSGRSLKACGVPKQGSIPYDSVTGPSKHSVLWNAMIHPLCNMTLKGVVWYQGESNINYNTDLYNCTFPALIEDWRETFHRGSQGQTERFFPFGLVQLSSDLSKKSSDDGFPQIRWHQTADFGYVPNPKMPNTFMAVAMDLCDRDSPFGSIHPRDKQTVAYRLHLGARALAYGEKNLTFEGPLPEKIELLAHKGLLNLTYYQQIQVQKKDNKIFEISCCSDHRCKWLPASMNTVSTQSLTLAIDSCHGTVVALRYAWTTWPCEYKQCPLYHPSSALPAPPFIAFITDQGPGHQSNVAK
UHRF1 MBD2 ctr = blocks human UHRF1 binding to methylated DNA. AID 687016. UHRF1 binding to methylated oligo, TR-FRET. 370,000 compounds, 0.75% hits. Q96T88. inhibition, % at 4.4 µM; in the data active means inhibition above about 21%;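 further: UHRF1 SRA domain binding a hemimethylated CpG hairpin DNA probe; 0% = median of test compound wells and 100% = reference inhibitor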
TDP2 inh = blocks human TDP2 phosphodiesterase activity | 370,000 compounds, 0.34% hits | O95551 | recombinant TDP2, T5PNP hydrolysis, p-nitrophenol absorbance 415 nm | AID 720702 | inhibition, % at 12.8 µM;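 active means inhibition above the mean of all tested compounds plus 3 SD, set per campaign, cut at about 25% in these data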;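 further: 0% = DMSO with enzyme and 100% = buffer with substrate but no TDP2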
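System: recombinant human TDP2 / Amount: 120 nM TDP2 per well / Also added: 5 mM T5PNP chromogenic substrate / Doses: 12.8 µM single point, 1% DMSO / Incubation: 2 h at 37 °C / Detection: p-Nitrophenol epi absorbance / Evaluation: % inhibition relative to enzyme-containing and enzyme-free wells / Repeats: singlicate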
HTRA1 inh = HTRA1 (human) protease inhibition. 340,000 compounds, 0.5% hits. inhibition, % at 5.96 µM. recombinant HTRA1, FP-rhodamine activity-based probe, fluorescence polarization. Q92743; in the data active means inhibition above about 36%;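 further: 0% = enzyme with DMSO and 100% = wells lacking enzyme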
TCR-CD3 inh = human TCR-CD3 binding inhibition; TAMRA-labeled TCR probe fluorescence, biochemical; AID 651800; 360,000 compounds, 0.37% hits; inhibition, % at 9.4 µM; in the data active means inhibition above about 19%;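 further: recombinant mutant TCR 2C K166C tagged with TAMRA read by polarization; 0% = receptor in buffer alone and 100% = receptor with positive control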
ABHD4 inh = inhibits mouse alpha/beta hydrolase domain 4; Q8VD66; purified mABHD4, FP-Rh probe fluorescence polarization; inhibition, % at 8.92 µM; 370,000 compounds, 0.54% hits;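 active means inhibition exceeding the mean over every tested compound plus 3 SD, cut at about 30% in these data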;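 further: 0% = plate median of compound wells and 100% = S159A mutant with DMSO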
Target sequence (Q8VD66 whole entry, looked up, the tested form may be a part): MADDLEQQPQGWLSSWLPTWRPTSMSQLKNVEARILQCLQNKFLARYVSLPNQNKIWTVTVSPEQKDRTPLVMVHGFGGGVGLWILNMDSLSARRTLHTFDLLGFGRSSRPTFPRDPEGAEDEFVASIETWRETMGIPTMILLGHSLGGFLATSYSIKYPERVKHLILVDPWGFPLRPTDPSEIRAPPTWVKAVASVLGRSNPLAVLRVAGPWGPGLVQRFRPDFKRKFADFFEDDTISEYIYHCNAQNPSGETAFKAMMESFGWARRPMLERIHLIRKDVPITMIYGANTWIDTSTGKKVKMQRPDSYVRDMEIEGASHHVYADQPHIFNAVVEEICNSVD
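assay system = mABHD4 protein | compound dosing = single nominal dose of 8.92 µM, 0.89% DMSO final | read-out basis = percent inhibition of probe binding, normalized to plate controls | schedule = Enzyme–compound pre-incubation 45 min, then probe 60 min, both 25 °C | detection = fluorescence polarization, excitation 525 nm, emission 598 nm, BODIPY TMR filters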
PG9 binder = PG9 antibody binding by small molecule; TR-FRET gp120-PG9 antibody binding; inhibition, % at 6.7 µM; 360,000 compounds, 0.43% hits; AID 624416; in the data active means inhibition above about 8.5%
PRMT1 FP inh = inhibitors of human PRMT1 | Q99873 | recombinant PRMT1, activity-based probe fluorescence polarization | inhibition, % at 2.79 µM | 370,000 compounds, 1.3% hits | AID 652257;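 active means inhibition above about 21% made by adding two undisclosed values, limit read from the data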
LEDGF integ inh = blocks HIV-1 LEDGF/p75-dependent DNA integration; AID 743269; 370,000 compounds, 0.64% hits; inhibition, % at 3.7 µM; TR-FRET IN-LEDGF/p75 DNA integration, Eu/Cy5;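 active means inhibition above the screen-wide mean plus 3 SD, cut at about 13% in these data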;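 further: signal is the Cy5 over europium emission ratio at 671 and 618 nm; 0% = plate median of compound wells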
An asterisk follows results filed as active; . = not tested or not shown.

Compound	DDE Tn7 FP inh	SIAE primary	UHRF1 MBD2 ctr	TDP2 inh	HTRA1 inh	TCR-CD3 inh	ABHD4 inh	PG9 binder	PRMT1 FP inh	LEDGF integ inh
COc1cccc(CNC(=O)c2cc3c(C)nc4ccccc4c3o2)c1	3	-12	1	-1	-19	5	-19	0.8	2	-2
COc1ccc(-c2csc(NC(=S)NC(=O)c3cccs3)n2)cc1OC	-5	-19	-2	5	-48	7	-25	-1.1	0	3
Cc1ccccc1CS(=O)(=O)CCC(=O)NCc1ccccn1	1	2	1	12	7	-9	0	1.7	2	2
CC(NC(=O)c1ccco1)C(=O)NC(C)c1cc(F)c(Cl)cc1Cl (centres undefined)	-7	-6	-2	-11	4	-6	5	-0.6	1	0
CC(=O)NC1C(OCc2ccccc2)OC2COC(C)(C)OC2C1O (centres undefined)	3	-3	-2	8	0	1	0	0.3	-3	1
O=C(NCc1ccco1)Nc1ccc(Br)cc1	-4	6	1	-6	-4	1	-8	-4.4	-1	-3
Cc1ccc(N/C=C2/Sc3ccccc3NC2=O)cc1	2	2	9	-4	4	-5	-3	-7.1	31*	2
COc1ccc(-c2cc(-c3ccccc3)nc(SCC(=O)Nc3ncc(C)s3)c2C#N)cc1	2	-89	2	-9	-40	8	-13	3.3	-3	1
O=C(Oc1c(-c2ccccc2)c(=O)n2c3c(cccc13)CC2)c1ccccc1	-7	-2	0	8	.	-2	-11	-2.8	-5	5
CCc1ccccc1NC(=O)CCCN1C(=O)c2cccnc2C1=O	3	-1	0	13	-1	9	6	0.1	-3	5

Entries of single compounds, looked up by structure. Values in the order: DDE Tn7 FP inh	SIAE primary	UHRF1 MBD2 ctr	TDP2 inh	HTRA1 inh	TCR-CD3 inh	ABHD4 inh	PG9 binder	PRMT1 FP inh	LEDGF integ inh
CC(NC(=O)c1ccco1)C(=O)NC(C)c1cc(F)c(Cl)cc1Cl (centres undefined) reads -7	-6	-2	-11	4	-6	5	-0.6	1	0
CCc1ccccc1NC(=O)CCCN1C(=O)c2cccnc2C1=O reads 3	-1	0	13	-1	9	6	0.1	-3	5

Carrying on:
Compound	DDE Tn7 FP inh	SIAE primary	UHRF1 MBD2 ctr	TDP2 inh	HTRA1 inh	TCR-CD3 inh	ABHD4 inh	PG9 binder	PRMT1 FP inh	LEDGF integ inh
CCCCN(C)Cc1cc(=O)oc2cc3c(cc12)CCCC3	-2	2	0	7	-13	-2	-1	-2.1	-1	0
CC(C)C[C@H]1C(=O)N2CCC[C@H]2[C@]2(O)O[C@](NC(=O)C3C=C4c5cccc6[nH]c(Br)c(c56)C[C@H]4N(C)C3)(C(C)C)C(=O)N12 (some centres undefined)	11	12	-9	-8	-8	3	25	-3.0	15	-1
COc1ccc(N(C(=O)c2ccncc2)S(=O)(=O)c2ccc(OC)c(OC)c2)cc1	0	-4	-3	5	-8	1	0	0.7	4	1
Cc1c(CN2CCN(C)C(CCO)C2)[nH]c2c(Cl)cccc12 (centres undefined)	2	4	0	-15	8	7	-1	-2.5	-7	-1
O=C(CCCN1C(=O)c2ccccc2C1=O)Nc1sc2c(c1C(=O)NCc1ccco1)CCC2	4	-5	2	-14	-14	3	-11	-2.0	0	4
O=C(OCC(=O)c1c[nH]c2ccccc12)c1ccc(OC(F)F)cc1	4	-7	-1	0	-30	7	-16	-1.6	-1	2
CN1CCN(NC(=O)c2cc(S(=O)(=O)N3CCOCC3)c(Cl)cc2Cl)CC1	7	3	5	4	3	-10	-16	1.2	3	3
CCOc1nnc(C)c2c(C)n(-c3cccc(OC)c3)nc12	-7	-4	-1	-15	-13	0	-1	-0.2	-3	-4
CC(=O)OC1(C(C)=O)CCC2C3CC(Cl)C4=CC(=O)CCC4(C)C3CCC21C (centres undefined)	7	-3	-5	0	1	-6	10	-1.1	14	-2
O=C(NCCN1CCOCC1)c1ccc2c(c1)ncn2C1CCCC1	9	-1	2	8	7	5	-4	-0.7	-4	1
CCOc1ccc(NC(=O)c2cc3cc4ccc(OC)cc4nc3o2)cc1	-2	-5	-1	5	-5	5	-2	-0.8	0	-1
Cc1no[n+]([O-])c1COc1cccc(/C=C2\N=C(c3ccccc3)OC2=O)c1	3	3	-4	-5	-1	8	1	0.9	-2	1
O=C(CSc1nnc(-c2ccc(F)cc2)o1)c1ccc2c(c1)OCCO2	-6	-3	-2	2	9	-6	2	0.5	-3	-1
Cc1noc(C)c1CSCC(=O)Nc1ccccc1N1CCCC1	0	-2	-5	-2	-4	9	1	-3.4	-1	7
Cc1ccc(N=C2CSC(=O)N2)cc1	7	10	-1	9	-2	6	-9	0.2	-3	-1
CS(=O)(=O)Nc1cc2c3c(c1)CCC(=O)N3CCC2	-4	5	1	10	0	-7	9	-0.7	4	-2
Cc1cc(C)cc(NC(=O)c2cc(S(=O)(=O)N3CCCC3)cn2C)c1	3	-6	2	4	0	0	0	-2.6	-6	4
COc1cccc(N2CCN(C(=O)c3ccc(Cl)c(S(=O)(=O)N4CCCCCC4)c3)CC2)c1	-9	5	1	3	2	3	4	-2.2	0	1
Cc1nc(N2CCN(c3ccccc3O)CC2)c2c(-c3ccccc3)csc2n1	-5	1	9	-5	-12	-1	-3	-0.5	3	-6
COc1cc(NC(=O)C2CCN(c3nnc(-n4cccc4)s3)CC2)cc(OC)c1	9	-4	0	7	.	.	-9	.	-2	2

In the list so far, 3 contain fluorine.
Compound	DDE Tn7 FP inh	SIAE primary	UHRF1 MBD2 ctr	TDP2 inh	HTRA1 inh	TCR-CD3 inh	ABHD4 inh	PG9 binder	PRMT1 FP inh	LEDGF integ inh
CC(NC(=O)c1ccco1)C(=O)NC(C)c1cc(F)c(Cl)cc1Cl (centres undefined)	-7	-6	-2	-11	4	-6	5	-0.6	1	0
O=C(OCC(=O)c1c[nH]c2ccccc12)c1ccc(OC(F)F)cc1	4	-7	-1	0	-30	7	-16	-1.6	-1	2
O=C(CSc1nnc(-c2ccc(F)cc2)o1)c1ccc2c(c1)OCCO2	-6	-3	-2	2	9	-6	2	0.5	-3	-1

Other records follow.
Compound	DDE Tn7 FP inh	SIAE primary	UHRF1 MBD2 ctr	TDP2 inh	HTRA1 inh	TCR-CD3 inh	ABHD4 inh	PG9 binder	PRMT1 FP inh	LEDGF integ inh
CCc1nc2ccc(C(=O)NCc3ccc4c(c3)OCO4)cn2c1N(C)Cc1cccs1	4	4	-2	-3	.	3	-7	0.3	-2	4
CCCCc1ccc(NC(=O)Nc2cccnc2)cc1	-3	-4	-1	-10	-27	6	-16	-2.7	-6	-1
CC(=O)c1ccc(NC(=O)/C(=C\c2cccs2)NC(=O)c2ccco2)cc1	4	1	-3	5	6	-2	-1	-1.7	-5	2
O=c1oc2ccc(Br)cc2cc1-c1nc2ccccc2o1	5	0	-1	-4	-1	0	4	0.7	-1	0
CCC(C)Cn1c(C(C)O)nc2ccccc21 (centres undefined)	5	2	-3	4	-1	-2	-5	0.5	1	-1
CCOc1cc(C2Nc3ccccc3C(=O)N2c2ccccc2OC)ccc1O (centres undefined)	5	-1	2	-4	9	-4	2	-0.6	2	-3
O=C(O)CC/C(=N/NC(=O)CNC(=O)Cc1ccccc1)c1ccccc1	-2	0	4	-5	1	-2	-4	-0.7	-2	5
CCCCc1c(-c2ccccc2OC)ncn1CCc1ccccc1Cl	6	-2	-1	-6	.	-10	-2	0.8	3	6
Cc1cccc(C)c1OCC(=O)NNC(=O)CCNC(=O)c1ccc(Br)cc1	2	1	1	-2	-5	6	-1	-0.9	-2	0
COc1ccccc1P(=O)(Cc1ccccc1)c1ccccc1 (centres undefined)	-4	4	0	0	-2	4	1	-0.9	0	1
CCc1nnc(NC(=O)c2ccc(Br)o2)s1	-9	2	6	-19	-2	-9	-1	-0.6	0	2
O=C(Nc1ccc(N2CCN(C(=O)c3ccccc3)CC2)c(Cl)c1)c1cccnc1	-5	-3	0	-5	-15	7	4	-1.0	-1	0
CCOC(=O)COc1ccc(C(c2c(C)[nH][nH]c2=O)c2c(C)[nH][nH]c2=O)cc1	1	-2	-7	22	4	0	3	0.4	3	1
COc1ccc(S(=O)(=O)N(Cc2ccccc2)c2ccccc2C(=O)O)cc1	-4	0	1	-18	4	2	3	-1.9	-2	3
COCCn1nnnc1SCC(=O)c1ccc(F)cc1	0	3	2	12	3	-4	7	0.0	3	1
O=C(O)c1ccc(-n2c(/C=C/c3cccc([N+](=O)[O-])c3)nc3ccccc3c2=O)cc1	5	-4	-4	3	3	1	0	-0.7	0	-2
Cc1ccccc1Nc1nc(N)nc(COC(=O)CCS(=O)(=O)c2ccc(Cl)cc2)n1	-6	-3	2	3	-2	2	5	-0.3	-9	4
Cc1ccc2c(c1)/C(=N/O)CCS2	0	1	-1	3	-3	-1	6	0.9	15	0
COc1cc(C2C(C#N)=C(C)NC(C)=C2C#N)cc(OC)c1OC	-4	0	4	-1	16	1	7	0.9	3	-5
COc1ccccc1N(Cc1cc(=O)[nH]c2ccccc12)C(=O)c1ccc([N+](=O)[O-])cc1	8	1	2	-14	0	-8	-4	-3.0	-2	5
Cc1ccc(NC(=O)CN2C(=O)CCSc3ccc(S(=O)(=O)N4CCCC4)cc32)cc1C	-1	-12	4	-9	-7	1	2	1.0	2	-4
COc1ccccc1C(=O)NNC(=O)C1CC=CCC1 (centres undefined)	3	0	-1	2	-1	-3	1	1.4	4	-1
